# Apoferritin bind = qHTS Assay for Identification of Novel General Anesthetics; Ferritin light chain (Equus caballus), P02791; apoferritin/1-aminoanthracene competitive binding, fluorescence; Potency, µM (top dose mostly 77.5 µM), without a hit: at the highest dose activity change, negative = displacement, hits mostly inhibitors; 350,000 tested, 0.074% active; note: % is set by controls: 0 for no effect and ±100 for the full control effect; nearly all actives have a fitted effect of over 20% in size
# Target sequence (P02791 2-175 limits assumed): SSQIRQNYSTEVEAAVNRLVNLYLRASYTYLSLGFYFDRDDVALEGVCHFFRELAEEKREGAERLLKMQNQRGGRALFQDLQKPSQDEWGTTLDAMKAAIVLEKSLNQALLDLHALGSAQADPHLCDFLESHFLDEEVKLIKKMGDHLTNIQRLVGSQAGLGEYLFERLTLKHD
#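 Steps: apoferritin (10 uM) was premixed with half-saturated 1-AMA in PBS, compounds were pin-transferred, plates stood 10 min at room temperature, fluorescence was read at 380/535 nm, and curves were fitted with a Hill equation.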
# BLM inh = qHTS Assay for Inhibitors of Bloom's syndrome helicase (BLM); recombinant BLM DNA unwinding, fluorescence dequenching; Potency, µM (top dose mostly 56.1 µM), for inactives: top-dose activity change, negative = inhibition, usual class: inhibitors; 350,000 tested, 0.2% active; AID 2528, 2010;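 note: plate controls were vehicle for no effect and no enzyme for full effect; nearly all actives have a fitted effect of over 35% in size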
# POLH inh = qHTS for Inhibitors of Polymerase Eta. DNA polymerase eta (Homo sapiens), Q9Y253. recombinant Pol eta, fluorescent DNA replication assay. Potency, µM (top dose mostly 114 µM), without a hit: at the highest dose activity change, negative = inhibition, hits mostly inhibitors. 390,000 tested, 1.2% active. AID 588591, 2011; note: % is set by controls: 0 for no effect and ±100 for the full control effect
#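 Fluorescent replication assay: 50 nM final substrate added after a 15 min room-temperature compound preincubation with 10 nM enzyme. Signal taken at 0 min and again at 10 min.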
# Pol beta inh = qHTS Assay for Inhibitors of DNA Polymerase Beta; AID 485314, 2010; P06746; Pol beta primer extension/strand displacement, fluorescence kinetic; Potency, µM (doses to about 114 µM), for inactives: at the highest dose activity change, negative = inhibition, hits mostly inhibitors; 340,000 tested, 1.3% active; note: % is set by controls: 0 for no effect and ±100 for the full control effect
#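 10 nM enzyme + cpd, 15 min RT; start with substrate 50 nM final; read 0 min and after 10 min RT. Corrected, normalized data; 4-parameter Hill curve fit.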
# G9a block = qHTS Assay for Inhibitors of Histone Lysine Methyltransferase G9a | Histone-lysine N-methyltransferase EHMT2 (Homo sapiens), Q96KQ7 | G9a H3K9 monomethylation, AlphaScreen, 2 h | Potency, µM (doses to about 102 µM), inactives show at the top dose activity, negative = inhibition, actives largely listed as inhibitors | 350,000 tested, 8.8% active | AID 504332, 2011; note: % is set by controls: 0 for no effect and ±100 for the full control effect; nearly all actives have a fitted effect of over 75% in size
# Target sequence (Q96KQ7 913-1193 limits assumed): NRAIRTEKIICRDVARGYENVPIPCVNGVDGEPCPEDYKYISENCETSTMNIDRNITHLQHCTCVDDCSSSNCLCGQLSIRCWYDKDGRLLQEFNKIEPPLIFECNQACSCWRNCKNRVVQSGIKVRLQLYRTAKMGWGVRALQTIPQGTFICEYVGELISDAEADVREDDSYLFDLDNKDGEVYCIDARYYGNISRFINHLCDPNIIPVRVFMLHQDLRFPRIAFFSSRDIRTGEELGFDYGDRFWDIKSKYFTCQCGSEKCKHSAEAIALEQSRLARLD
#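 G9a (20 nM) preincubated 15 min RT with compounds, then 500 nM biotinylated H3K9 peptide and 20 uM SAM added; 2 h RT reaction. Monomethyl-H3K9 product detected by AlphaScreen with anti-H3K9me1 antibody, streptavidin donor and anti-rabbit IgG acceptor beads.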
# POLK inh = qHTS for Inhibitors of Polymerase Kappa; DNA polymerase kappa (Homo sapiens), Q9UBT6; purified Pol kappa, fluorescent DNA synthesis assay, 10 min; Potency, µM (doses to about 107 µM), inactives show at the highest dose activity, negative = inhibition, hits mostly inhibitors; 400,000 tested, 0.53% active; AID 588579, 2011; note: % is set by controls: 0 for no effect and ±100 for the full control effect
#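 Kinetic fluorescence readout at 0 and 10 min followed reaction start with substrate at 50 nM final. Beforehand, enzyme (10 nM Pol kappa) stood 15 min with compound at room temperature; buffer-only wells were negative controls.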
# Pol iota inh = qHTS for Inhibitors of Polymerase Iota; AID 588590, 2011; Potency, µM (highest dose often 115 µM), for the others: top-dose activity, negative = inhibition, usual class: inhibitors; DNA polymerase iota (Homo sapiens), Q9UNA4; 390,000 tested, 1% active; Pol iota fluorescent replication assay, 10 min
#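 Fluorescent replication assay read twice, at 0 min and 10 min after adding 50 nM (final) substrate. Enzyme (10 nM) and compounds were first incubated 15 min at room temperature; enzyme-free buffer wells were negative controls.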
# APE1 inh = qHTS Assay for Inhibitors of the Human Apurinic/apyrimidinic Endonuclease 1 (APE1); DNA repair nuclease/redox regulator APEX1 (Homo sapiens), P27695; recombinant APE1, TAMRA/BHQ-2 abasic DNA cleavage fluorescence; Potency, µM (series often up to 65.8 µM), without a hit: at the highest dose activity change, negative = inhibition, most hits filed as inhibitors; 350,000 tested, 0.35% active;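 note: plate controls were vehicle for no effect and reference inhibitor for full effect; nearly all actives have a fitted effect of over 55% in size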
# Target sequence (P27695 whole entry, looked up): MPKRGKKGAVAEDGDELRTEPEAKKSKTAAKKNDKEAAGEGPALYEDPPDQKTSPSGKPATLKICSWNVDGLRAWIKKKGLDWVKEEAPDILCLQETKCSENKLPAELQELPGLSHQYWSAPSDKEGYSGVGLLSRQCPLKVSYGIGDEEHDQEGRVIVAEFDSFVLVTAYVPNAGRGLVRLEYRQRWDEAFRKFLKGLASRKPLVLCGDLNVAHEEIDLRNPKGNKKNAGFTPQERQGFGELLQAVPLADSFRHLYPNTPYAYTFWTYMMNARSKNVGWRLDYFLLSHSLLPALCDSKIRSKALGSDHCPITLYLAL
#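 APE1 at 0.75 nM preincubated 15 min at room temperature with compound. Reaction then started with 50 nM double-stranded THF-abasic substrate labelled with TAMRA/BHQ-2, and 525/598 nm fluorescence read kinetically. Activity taken as third-minus-first read difference, normalized to DMSO and NSC13755 controls.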
# BAZ2B inh = qHTS Assay for Inhibitors of BAZ2B; AlphaScreen BAZ2B-H3K14Ac peptide displacement; 360,000 tested, 4.4% active; Potency, µM (highest dose often 114 µM), for inactives: at the top dose activity change, negative = inhibition, hits mostly inhibitors; Bromodomain adjacent to zinc finger domain protein 2B (Homo sapiens), Q9UIF8; note: % is set by controls: 0 for no effect and ±100 for the full control effect; nearly all actives have a fitted effect of over 60% in size
#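 AlphaScreen displacement of biotin-H3(5-23)K14Ac peptide (50 nM final) from BAZ2B (50 nM final) in PBS pH 7.4, 0.01% Tween-20; complex preformed 30 min RT, then compounds (top 110 uM) 30 min RT, beads 20 min dark.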
# * hit, by the source's call; u = inconclusive; x = no result given; [ ] = dose if it differs, or a comment. Calls come from the whole dose curve; as a rule, active = well fitted curve in the direction sought with a large enough effect; inconclusive = small, poorly fitted or top-dose-only effect, or another doubt; inactive = no such curve, though single readings can be large; an effect the other way counts as inactive or inconclusive. Potency is the fitted concentration of half-maximal effect. Only part of the results is shown; rates above refer to the full screens.
SMILES,Apoferritin bind,BLM inh,POLH inh,Pol beta inh,G9a block,POLK inh,Pol iota inh,APE1 inh,BAZ2B inh
CCCCCCCNC(=O)C1(CC2CC(c3cccc(Br)c3)=NO2)CCN(C(=O)C2CCCC2)CC1 (stereo unspecified),x,x,-20%,x,-33%[2.33 µM],-2%,9%,16%,6%
COc1ccc(OCC(=O)N(C)CC2COc3ccccc3O2)cc1 (stereo unspecified),x,x,-3%,x,x,-11%,6%,9%,x
O=C(NCC(c1cccnc1)N1CCOCC1)C(=O)Nc1cccc(Cl)c1 (stereo unspecified),-10%,2%,-12%,u,-3%[59 µM],-14%,31%[activator],x,-11%
O=C(CSc1cccc[n+]1[O-])Nc1ccc(C(F)(F)F)cc1[N+](=O)[O-],-7%,0%,-5%,3%,u,-3%,3%,1%,-10%
COc1cccc(CNC(=O)CCC2CCCN(C(=O)c3cccc4c(C)c(C)[nH]c34)C2)c1 (stereo unspecified),-18%,-6%,-2%,-26%,-11%[59 µM],-19%,42%,2%,u
N#C/C(=C\c1cccnc1)c1ccc([N+](=O)[O-])cc1,-12%,3%,-18%,11%,x,-3%,214%[activator],2%,u
CN1CCSc2ccc(C(=O)Nc3cc(F)ccc3F)cc21,17%,-2%,-10%,2%,12%,-13%,114%[activator],-3%,0%
Oc1ccc(/C=N/N2CCN(C3c4ccccc4-c4ccccc43)CC2)c(O)c1,-9%,-10%,-11%,0%,40µM*,-7%,26%,-7%,u
CN(Cc1ccccc1)S(=O)(=O)c1ccc(-c2cnc(C3CC3)o2)cc1,12%,-1%,-19%,2%,6%[59 µM],-7%[60.1 µM],30%,x,-4%
Clc1ccccc1N1CCN(c2ncnc3c2c(-c2ccccc2)cn3-c2ccccc2)CC1,-3%,-3%,-17%,9%,-21%[59 µM],-1%[60.1 µM],-4%,x,-29%

# Shown with values under each structure: 9 of the compounds above
# The line under a structure holds: Apoferritin bind | BLM inh | POLH inh | Pol beta inh | G9a block | POLK inh | Pol iota inh | APE1 inh | BAZ2B inh
- CCCCCCCNC(=O)C1(CC2CC(c3cccc(Br)c3)=NO2)CCN(C(=O)C2CCCC2)CC1 (stereo unspecified)
  x | x | -20% | x | -33%[2.33 µM] | -2% | 9% | 16% | 6%
- COc1ccc(OCC(=O)N(C)CC2COc3ccccc3O2)cc1 (stereo unspecified)
  x | x | -3% | x | x | -11% | 6% | 9% | x
- O=C(NCC(c1cccnc1)N1CCOCC1)C(=O)Nc1cccc(Cl)c1 (stereo unspecified)
  -10% | 2% | -12% | u | -3%[59 µM] | -14% | 31%[activator] | x | -11%
- O=C(CSc1cccc[n+]1[O-])Nc1ccc(C(F)(F)F)cc1[N+](=O)[O-]
  -7% | 0% | -5% | 3% | u | -3% | 3% | 1% | -10%
- COc1cccc(CNC(=O)CCC2CCCN(C(=O)c3cccc4c(C)c(C)[nH]c34)C2)c1 (stereo unspecified)
  -18% | -6% | -2% | -26% | -11%[59 µM] | -19% | 42% | 2% | u
- N#C/C(=C\c1cccnc1)c1ccc([N+](=O)[O-])cc1
  -12% | 3% | -18% | 11% | x | -3% | 214%[activator] | 2% | u
- CN1CCSc2ccc(C(=O)Nc3cc(F)ccc3F)cc21
  17% | -2% | -10% | 2% | 12% | -13% | 114%[activator] | -3% | 0%
- Oc1ccc(/C=N/N2CCN(C3c4ccccc4-c4ccccc43)CC2)c(O)c1
  -9% | -10% | -11% | 0% | 40µM* | -7% | 26% | -7% | u
- CN(Cc1ccccc1)S(=O)(=O)c1ccc(-c2cnc(C3CC3)o2)cc1
  12% | -1% | -19% | 2% | 6%[59 µM] | -7%[60.1 µM] | 30% | x | -4%

# New compounds follow:
SMILES,Apoferritin bind,BLM inh,POLH inh,Pol beta inh,G9a block,POLK inh,Pol iota inh,APE1 inh,BAZ2B inh
O=C(C[C@H]1C/C=C\CC[C@@H](Cc2ccc(F)cc2)C(=O)O[C@@H](c2ccccc2)CNC1=O)N[C@@H](CO)Cc1ccccc1,x,x,0%,x,x,u,u,-10%,x
CN(c1ccc(OCCOc2ccccc2Cl)cc1)S(=O)(=O)c1ccccc1,x,x,-21%,x,x,-16%,6%,15%,x
CC(=O)c1sc2nsc(SCCN3CCCCC3)c2c1N,-13%,2%,-7%,-4%,u,0%,24%,0%,0%
COC(=O)c1ccccc1NC(=O)CCNC(=O)Cn1cnc2ccccc2c1=O,-7%,0%,0%,24%,26%[2.33 µM],-6%,36%[activator],0%,-2%
CC(=O)N1c2ccc(S(=O)(=O)NCCC(=O)Nc3ccc(OC(F)(F)F)cc3)cc2CC1C (stereo unspecified),-17%,-4%,-19%,-2%,8%[59 µM],-12%,u,2%,-3%
Cc1ccc(CSCCNC(=O)c2ccc(N(C)S(=O)(=O)c3ccccc3)cc2)cc1,54%[activator],-6%,-8%,6%,-24%[12.7 µM],-12%,0%,-8%,8%
O=C(O)c1cccc(Cn2cccn2)c1,-5%,-2%,-6%,24%,u,1%,12%,18%,-1%
CN(Cc1ccco1)c1ccnc(-c2ccccc2C(F)(F)F)n1,x,-1%,x,x,0%[0.501 µM],-7%[60.1 µM],x,-10%,x
Cc1ccc(CN(c2ccc(C(=O)Nc3cccnc3)cc2)S(C)(=O)=O)cc1,-18%,-4%,2%,-2%,-3%[12.7 µM],-3%,10%,-1%,-1%
NNC(=O)c1ccc(COc2cccc3cccnc23)cc1,-8%,0%,-7%,-9%,13%,4%,6%,-1%,-24%
Cc1ccc2nc(SCC(=O)Nc3ccc(F)c([N+](=O)[O-])c3)[nH]c2c1,u,-4%,-15%,-28%,u,-8%,13%,2%,u
Cc1ccc(-n2nc3c(N4CCC(C(=O)N5CCC(C(N)=O)CC5)CC4)nnc(C)c3c2C)cc1,-5%,2%,-6%,0%,15%,3%,14%,39%,-11%
COc1ccc(S(=O)(=O)Nc2ccc(O)c(Sc3ncn[nH]3)c2)cc1,-3%,4%,-4%,-2%,13µM*,-4%,u,u,-7%
CCc1ccc(CN/C=C/C(=O)c2ccc(Br)cc2)cc1,-23%,-11%,-18%,1%,81%[activator],-12%,-3%,-1%,40%[activator]
COC(=O)c1cc2c(C)nn(-c3ccccc3)c2s1,-13%,2%,-4%,u,3%,-1%,15%,-1%,-2%
Cc1ccccc1N1CCN(CC(=O)NCc2ccc(Cl)cc2)CC1,-13%,-4%,-9%,16%,5%,0%,1%,-13%,7%
CCOC(=O)COc1ccc2nsnc2c1Cl,111%[activator],0%,-18%,1%,13%[2.33 µM],-28%,6%,-4%,6%
CCOc1cc(S(=O)(=O)Nc2cc(C)cc(C)c2)ccc1Cl,-22%,-12%,-20%,-25%,49%[59 µM],-3%,-8%,0%,2%
COc1ccc2cc(C#N)c(Cl)nc2c1,-6%,-6%,14%,-20%,6%,-10%,27%,2%,-15%
CC(NC(=O)c1cn(C(C)c2ccccc2F)nn1)c1ccncc1 (stereo unspecified),-13%,0%,5%,1%,8%,-11%,-14%,3%,-30%
Cc1nc(-n2nc(C)c(CCC(C)C)c2C)sc1C(=O)Nc1ccc(Br)cc1,-3%,-5%,-10%,19%,7%[59 µM],-2%,14%,x,9%
C/C(=N/OC(=O)C1CC12CCC2)c1ccc(Br)cc1 (stereo unspecified),u,-10%,-11%,1%,65%[activator],-6%,65%[activator],6%,18%
COC(=O)C(Cc1ccccc1)NC(=O)CNC(=O)c1ccc(Br)cc1 (stereo unspecified),-7%,-5%,-9%,22%,8%,-1%,31%[activator],5%,-9%
CSc1nnc(-c2sc3cc(Cl)ccc3c2Cl)n1C,-5%,-1%,2%,12%,7%[12.7 µM],1%,7%,6%,1%
O=C1NCC(c2ccccc2)C1C(=O)N/N=C/c1ccc(Cl)s1 (stereo unspecified),-7%,-10%,-4%,u,u,-7%,-4%,7%,u
Cc1ccc(/C=C2\SC(=S)N(C3CCS(=O)(=O)C3)C2=O)cc1 (stereo unspecified),-6%,-3%,7%,31%,-6%[59 µM],-11%,45%[activator],1%,-11%
CCOC(=O)CC12CN3CN(C1)CC(CC(=O)OCC)(C3)C2=O,4%,-4%,-2%,10%,-48%,-5%,16%,-1%,-4%
COc1ccc(N2C(=O)CS(=O)(=O)C23C(=O)N(Cc2ccc(F)cc2)c2ccc(C)cc23)cc1 (stereo unspecified),-3%,-5%,-9%,-16%,-27%[59 µM],-18%,3%,x,-2%[57.1 µM]
COc1ccc(NC(=O)CC2C(=O)Nc3ccccc3N2CC(=O)N2CCCC2)cc1 (stereo unspecified),x,x,-14%,x,23%[12.7 µM],-5%,4%,31%,9%
O=C(COc1ccc(F)cc1)Nc1ccc2nc(SCCOc3ccccc3)sc2c1,-1%,2%,0%,u,0%[59 µM],-4%,0%,x,1%
CSc1sc(-c2nnc(SCC(=O)Nc3ccccc3)n2C)c2c1C=CCC2,-14%,-9%,11%,0%,-23%,-4%,161%[activator],1%,-15%
COc1ccc(S(=O)(=O)N(CC(=O)NCC2CCCO2)Cc2ccccc2)cc1C (stereo unspecified),-6%,-5%,-12%,40%,x,-36%,-9%,15%,1%
CCOC(=O)c1sc(NC(=O)c2ccc(S(=O)(=O)N3CCOCC3)cc2)cc1C,-23%,-5%,-4%,-2%,5%[59 µM],-21%,-14%,15%,6%
CCCc1nnc(NC(=O)c2cn(CC)c3cc(N4CCN(C)CC4)c(F)cc3c2=O)s1,-6%,1%,3%,6%,x,-3%,19%,9%,-5%
COc1c(C(=O)Nc2ccc3[nH]c(=O)[nH]c3c2)cc2ccccc2c1Br,11%,-4%,9%,u,x,-8%,-13%,-2%,-18%

# Bioassay records (PubChem BioAssay)
